Bioassay records: PubChem BioAssay, several laboratories
MEKK2 WT-MEK5: raises or lowers MEK5 binding to wildtype human MEKK2 PB1 domain. Q9Y2U5. bead flow cytometry, Alexa488-MEK5 binding to MEKK2 WT; actives lie on both sides. binding response (% of control), % at 10 µM. hit rate 1.1% among 290,000. AID 1531; in the data active = binding response below about 67% or above about 130%; inconclusive = no clear call, values can overlap the other calls; inactive = in between
MEKK2 mut-MEK5: signal of MEK5 binding to mutant human MEKK2 PB1 domain; bead flow cytometry, Alexa488-MEK5 binding to MEKK2 mutant; hit rate 0.35% among 290,000; percent response, % at 10 µM; in the data active = percent response above about 24%, passing the limit was not always enough; note: inactives centre near 1; some results filed as inactive read as strong as hits; reference of the scale not given here
GPR7 antag: human neuropeptides B/W receptor 1 antagonism. AID 1861. hit rate 1.1% among 290,000. inhibition, % at 4.4 µM. GPR7-expressing cells, fluorescence antagonist assay; in the data active = inhibition above about 16%, passing the limit was not always enough;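 note: cells stimulated with the agonist NPW; 0% = agonist with vehicle and 100% = vehicle without agonist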
NALP1 yeast inh: blocks the NALP1 inflammasome reconstituted in yeast | S. cerevisiae NALP1/ASC/caspase-1 growth, X-gal OD620, 72 h | inhibition, % at 10 µM | hit rate 0.61% among 280,000; in the data active = inhibition mostly above about 24%, no sharp cut-off; inactive = mostly below about 32%; note: some compounds called inactive have numbers as strong as hits
PHOSPHO1 block: blocks human PHOSPHO1 phosphatase activity | Q8TCT1 | recombinant PHOSPHO1, absorbance phosphatase assay | inhibition, % at 13.3 µM | hit rate 1.1% among 290,000 | AID 1565; in the data active = inhibition above about 60%
MEKK3 PB1 HTS: modulators (inhibitors or enhancers) of MEK5 binding to human MEKK3 PB1 domain; bead-based flow cytometry, Alexa488-MEK5 binding to MEKK3; actives lie on both sides; 0 = blocked by unlabeled MEK5, 100 = vehicle; Q99759; AID 1529; hit rate 1.4% among 290,000; binding response (% of control), % at 10 µM;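 active = binding response more than 3 SD above or below the average of its plate-row segment, actives on both sides; inconclusive = wells at one plate position flagged as instrument error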;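 note: Alexa488 bead fluorescence after subtracting the streptavidin-only scavenger bead signal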
Target sequence (Q99759 whole entry, looked up, the tested form may be a part): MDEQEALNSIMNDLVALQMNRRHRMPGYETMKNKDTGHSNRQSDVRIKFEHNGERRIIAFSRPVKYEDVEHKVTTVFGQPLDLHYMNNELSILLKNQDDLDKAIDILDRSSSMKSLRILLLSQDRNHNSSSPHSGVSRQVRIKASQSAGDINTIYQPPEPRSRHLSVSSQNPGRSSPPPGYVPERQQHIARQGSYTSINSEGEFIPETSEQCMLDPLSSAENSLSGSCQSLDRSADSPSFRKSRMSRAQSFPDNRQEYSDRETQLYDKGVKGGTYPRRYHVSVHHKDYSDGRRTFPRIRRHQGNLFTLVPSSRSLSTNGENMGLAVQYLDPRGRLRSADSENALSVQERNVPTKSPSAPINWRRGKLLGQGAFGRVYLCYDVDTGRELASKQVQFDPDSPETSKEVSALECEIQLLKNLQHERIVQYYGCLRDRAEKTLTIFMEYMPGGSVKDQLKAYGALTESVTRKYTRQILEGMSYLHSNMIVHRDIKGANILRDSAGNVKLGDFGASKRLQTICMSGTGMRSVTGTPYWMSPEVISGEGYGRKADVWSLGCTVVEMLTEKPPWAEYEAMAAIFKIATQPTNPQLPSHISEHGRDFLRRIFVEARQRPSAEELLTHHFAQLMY
GalR3 antag: blocks the human galanin receptor 3; O60755; HEK293 GalR3-CNG cAMP membrane potential fluorescence; galR3 body fused to GalR1 C-terminus; inhibition, % at 3 µM; hit rate 0.44% among 360,000;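 active = inhibition above the screen-wide average plus 3 SD, cut at about 13% in these data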;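 note: forskolin and galanin both at EC90 stimulate the cells; cAMP rise reported by CNG channel membrane potential dye signal; 0% = forskolin plus galanin with DMSO and 100% = forskolin alone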
Target sequence (O60755 1-299 limits assumed): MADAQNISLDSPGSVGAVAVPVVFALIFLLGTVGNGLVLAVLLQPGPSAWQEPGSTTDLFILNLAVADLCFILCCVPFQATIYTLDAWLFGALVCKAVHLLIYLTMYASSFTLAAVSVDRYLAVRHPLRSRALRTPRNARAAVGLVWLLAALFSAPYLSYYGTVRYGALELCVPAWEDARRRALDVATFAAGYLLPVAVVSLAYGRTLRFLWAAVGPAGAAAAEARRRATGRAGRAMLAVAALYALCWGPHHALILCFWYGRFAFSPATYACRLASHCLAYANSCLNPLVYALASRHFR
OXTR ag: human OXTR agonism; hit rate 0.32% among 320,000; CHO-OTR cells, Fluo-8 calcium fluorescence; normalized: DMSO 0%, oxytocin 100%; activation, % at 3 µM; AID 2435;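 active = activation above the mean of all tested compounds plus 3 SD, cutoff set per screening run, cut at about 20% in these data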;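 note: peak over basal fluorescence ratio from a 100 s FLIPR kinetic read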
V1aR counter: activates human V1a receptor in oxytocin agonist counter-screen; P37288; CHO-V1R cells, Fluo-8 calcium fluorescence, agonist mode; 0% DMSO, 100% 3 nM vasopressin; activation, % at 3 µM; hit rate 0.25% among 320,000; AID 2797;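 active = activation above the mean activation of all tested compounds plus 3 SD, per screening run, cut at about 20% in these data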;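 note: signal is peak over basal fluorescence ratio across a 100 second FLIPR read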
Starred values were filed as active, the others as inactive; ? = inconclusive; . = no result given; [ ] = remark or other dose.

SMILES | MEKK2 WT-MEK5 | MEKK2 mut-MEK5 | GPR7 antag | NALP1 yeast inh | PHOSPHO1 block | MEKK3 PB1 HTS | GalR3 antag | OXTR ag | V1aR counter
Cc1cc(-n2c(C)cc(C(=O)COc3ccccc3[N+](=O)[O-])c2C)no1 | 97 | -5 | -9 | -6 | 25 | 94 | -4 | -1.0 | 0.7
COc1cc(C(=O)Nc2ccc(C(=O)O)cc2)ccc1OC(C)=O | 100 | -5 | 6 | -1 | 27 | 104 | -8 | 0.7 | 1.6
Nc1nc(CSc2nc3ccccc3[nH]2)nc(N2CCOCC2)n1 | 101 | -1 | -8 | -2 | 14 | 101 | 2 | 0.0 | 0.6
O=C(Nc1cccc(F)c1)Nc1ccc2c(c1)CCC2 | 104 | 3 | -4 | 12 | 27 | 96 | -4 | 7.0 | 9.2
C/C(=N/NC(N)=S)c1ccc(Br)s1 | 98 | -3 | -16 | -2 | 0 | 100 | -3 | 0.6 | 0.1
COC(=O)COc1ccc(S(=O)(=O)Nc2ccc(NC(C)=O)cc2)cc1C | 98 | 0 | -8 | 26 | -14 | 101 | -4 | -0.5 | 0.3
COc1ccc(-c2cc(Cl)cc3c(=O)c4ccccc4n(C)c23)cc1F | 66*[inhibitor] | -6 | 3 | 38 | 15 | 94 | 3 | -0.1 | 0.3
CCOP(=O)(OCC)c1nc(-c2ccccc2)oc1N1CCCCC1 | 96 | 0 | -7 | 24 | 28 | 102 | -9 | -2.3 | -1.4
COCC(=O)Nc1c(C(=O)Nc2ccc3c(c2)OCCO3)oc2ccccc12 | 75 | -15 | 5 | -5 | 11 | 81 | -4 | -1.9 | -1.9
Clc1cc(Br)ccc1OCCCNCc1ccccc1 | 131 | 3 | 17 | 43 | 12 | 104 | -7 | 14 | 15
O=C(Cc1cccs1)Nc1ccccc1 | 109 | 5 | -9 | 7 | 46 | 104 | -7 | . | .
COCCCn1c(SCC(=O)NCc2ccccc2)nc2ccccc2c1=O | 100 | 2 | -4 | -27 | -8 | 93 | -1 | -0.2 | -0.6
Cc1cc(C)nc(SCc2cn3ccccc3n2)n1 | 100 | -4 | -12 | 26 | 24 | 95 | -3 | -1.1 | 0.0
Cc1sc(NC(=O)Cn2c(=O)oc3ccccc32)nc1-c1ccc(Cl)cc1 | 95 | -3 | -2 | 16 | -12 | 95 | -3 | 0.5 | 2.9
CCOC(=O)CSC(=S)NC(=O)c1ccc(OC)cc1 | 100 | 0 | -13 | 9 | -15 | 99 | -1 | 0.2 | -0.1

Some of the entries so far, comma-delimited:
smiles,MEKK2 WT-MEK5,MEKK2 mut-MEK5,GPR7 antag,NALP1 yeast inh,PHOSPHO1 block,MEKK3 PB1 HTS,GalR3 antag,OXTR ag,V1aR counter
COc1cc(C(=O)Nc2ccc(C(=O)O)cc2)ccc1OC(C)=O,100,-5,6,-1,27,104,-8,0.7,1.6
Nc1nc(CSc2nc3ccccc3[nH]2)nc(N2CCOCC2)n1,101,-1,-8,-2,14,101,2,0.0,0.6
O=C(Nc1cccc(F)c1)Nc1ccc2c(c1)CCC2,104,3,-4,12,27,96,-4,7.0,9.2
C/C(=N/NC(N)=S)c1ccc(Br)s1,98,-3,-16,-2,0,100,-3,0.6,0.1
COC(=O)COc1ccc(S(=O)(=O)Nc2ccc(NC(C)=O)cc2)cc1C,98,0,-8,26,-14,101,-4,-0.5,0.3
COc1ccc(-c2cc(Cl)cc3c(=O)c4ccccc4n(C)c23)cc1F,66*[inhibitor],-6,3,38,15,94,3,-0.1,0.3
CCOP(=O)(OCC)c1nc(-c2ccccc2)oc1N1CCCCC1,96,0,-7,24,28,102,-9,-2.3,-1.4
COCC(=O)Nc1c(C(=O)Nc2ccc3c(c2)OCCO3)oc2ccccc12,75,-15,5,-5,11,81,-4,-1.9,-1.9

Other records:
SMILES | MEKK2 WT-MEK5 | MEKK2 mut-MEK5 | GPR7 antag | NALP1 yeast inh | PHOSPHO1 block | MEKK3 PB1 HTS | GalR3 antag | OXTR ag | V1aR counter
COc1cc(NC(=O)Cc2ccccc2)ccc1NC(=O)c1ccco1 | 105 | 4 | -10 | -11 | -8 | 110 | -3 | -1.3 | -0.7
C#CCNC(=O)C1=C[C@H](c2ccc3c(c2)OCO3)C[C@H](OCc2ccc(CO)cc2)O1 | 97 | 2 | -3 | 5 | 4 | 107 | 0 | 1.5 | 0.9
Cc1cc(C)nc(/N=C(/NC(=O)Nc2ccc(Cl)c(Cl)c2)Nc2cccc(Cl)c2)n1 | 90 | -2 | -4 | 22 | 3 | 105 | -13 | 0.5 | 1.1
CCC(Sc1nc2n[nH]c(C)c2c(=N)n1-c1ccc(C)c(Cl)c1)C(=O)N1CCOCC1 (configuration not stated) | 96 | -7 | 5 | 19 | 10 | 97 | . | -0.2 | 0.6
S=C(NCC1(c2ccccc2)CCCC1)Nc1ccccc1 | 106 | 3 | -28 | -35 | 42 | 109 | -11 | 6.0 | 3.5
CC(=O)Nc1ccc(N2CCN(c3ccc(C(F)(F)F)cn3)CC2)nc1 | 89 | -19 | -13 | 2 | 34 | 93 | -4 | 6.0 | 25*
O=C(O)CCn1c(O)c(C=C2N=c3ccccc3=N2)sc1=S | 92 | -9 | -7 | 0 | 13 | 95 | -8 | 0.1 | -0.1
Cc1ccc(CCNC(=O)c2cc(S(=O)(=O)N3CCOCC3)cn2C)cc1 | 98 | -5 | -1 | 8 | 18 | 99 | . | -1.2 | 0.9
CC(C)CC(=O)N1CCC(N2CCN(c3ccccc3)CC2)CC1 | 113 | 4 | -13 | 7 | 15 | 112 | 2 | -0.5 | 0.8
O=C(NC(=S)Nc1ccc2[nH]c(=O)[nH]c2c1)c1ccccc1F | 105 | 2 | 3 | 10 | -2 | 101 | -2 | -0.4 | -0.7
CCCCc1ccc(NC(=O)CSc2nc3ncccc3[nH]2)cc1 | 100 | 1 | -18 | 5 | 24 | 102 | -11 | 5.0 | 5.6
CC(C)N=C(NS(=O)(=O)c1cccs1)c1ccccc1 | 105 | 4 | -10 | 22 | 13 | 101 | 3 | 0.2 | 0.6
CCN(CC(=O)Nc1ccc(NC(C)=O)cc1)C(=O)CCN1C(=O)c2cccc([N+](=O)[O-])c2C1=O | 104 | 4 | -3 | 4 | 3 | 99 | -2 | 0.6 | 2.2
C=CCNC(=S)Nc1sc2c(c1C#N)CCCC2 | 106 | 7 | -8 | 2 | -165 | 106 | 1 | 0.5 | -0.4
CCOC(=O)c1ccc(N2CCCCC2)c(NS(=O)(=O)c2cccc(C(F)(F)F)c2)c1 | 107 | 3 | 0 | -10 | 3 | 106 | -4 | -0.6 | 1.1
CC(=O)CSc1nnc2c3ccccc3nc(C(C)(C)C)n12 | 63*[inhibitor] | -15 | 2 | 7 | -1 | 73*[inhibitor] | -7 | -2.1 | -1.4
O=C(NCc1ccco1)c1ccc(CS(=O)(=O)Cc2ccc(Cl)cc2)o1 | 103 | 4 | 6 | -5 | 8 | 101 | -2 | 0.9 | 2.3
O=C(CCN1CCOCC1)NNC(=O)Nc1cccc([N+](=O)[O-])c1 | 97 | -2 | 6 | 4 | -5 | 98 | -3 | 0.3 | 0.3
CC(CCCC(C)(C)O)NCCO (configuration not stated) | 104 | 2 | -10 | -3 | -9 | 102 | -1 | 0.3 | 0.6
O=C(COC(=O)c1cccc(Br)c1)Nc1cccc2c1C(=O)c1ccccc1C2=O | 96 | 4 | -6 | 2 | 46 | 103 | -5 | 0.0 | -0.1
Cc1nc2ccccn2c1C(=O)N/N=C/c1ccccc1[N+](=O)[O-] | 102 | 0 | -6 | -4 | -140 | 108 | -2 | 0.7 | 0.0
CCC(C)Nc1nc2c(C)cccn2c(=O)c1C=Nc1ccc(OC)cc1 (configuration not stated) | 107 | 6 | -16 | -6 | -26 | 109 | -7 | -3.4 | -1.9
Oc1[nH]c2ccccc2c1N=Nc1c(F)c(F)c(Cl)c(F)c1F | 97 | -1 | -9 | 3 | . | 93 | -10 | 0.3 | 0.1
Cc1ccc(NC(=O)CS(=O)CC(=O)N(c2ccc(C)cc2)C(C)C(=O)NC2CCCCC2)cc1 (configuration not stated) | 93 | 0 | -2 | -64 | 6 | 107 | -3 | -0.7 | -1.1
Cc1ccc(-c2ccc(SCC(=O)NC3CCCCC3)nn2)cc1 | 111 | 10 | -2 | 5 | 62* | 107 | -4 | -1.3 | -0.2
Cc1nc2ccc(NC(=S)NC(C)C)cc2nc1C | 99 | 3 | 5 | 11 | 49 | 102 | -3 | -0.6 | -0.4
CCN(CC)S(=O)(=O)c1cc(NC(=O)NCCCl)ccc1C | 101 | 2 | -9 | -17 | 32 | 102 | 2 | 0.6 | -0.3
O=C(c1cccs1)N1CCc2c([nH]c3ccccc23)C1c1ccccn1 (configuration not stated) | 97 | 4 | -8 | 3 | 14 | 99 | -1 | -0.9 | -0.2
CNc1ccc(Oc2nc([N+](=O)[O-])nn2C)cc1 | 95 | -6 | -2 | 3 | 29 | 98 | 0 | -0.1 | -0.3
Cn1c(SC2=CS(=O)(=O)c3ccccc32)nc2ccccc21 | 101 | -2 | -2 | 5 | 45 | 101 | 1 | 2.0 | 3.2
CCc1ccc(NC(=O)NCCN2CCN(c3ccc(OC)cc3)CC2)cc1 | 112 | 8 | 7 | 20 | 6 | 106 | -4 | 9.5 | 7.8
Cc1[nH]c(=O)[nH]c(=O)c1N1CCOCC1 | 98 | -2 | -13 | . | 18 | 98 | -6 | 0.2 | 0.8
Cc1ccc(NC(=O)NNC(=O)c2ccc3c(c2)NC(=O)C(C)(C)O3)cc1 | 92 | 0 | 1 | 14 | 2 | 99 | -5 | -0.4 | 1.1
CC[N+](C)(CC)CCC/C(=N/O)C(O)(c1ccccc1)c1ccccc1 | 107 | 5 | -13 | -1 | 15 | 111 | -6 | 0.2 | 1.8
Brc1ccc(-n2c(SCc3nc4ccccc4[nH]3)nnc2-c2ccncc2)cc1 | 108 | 0 | 4 | 29 | 8 | 150* | -3 | -0.3 | 0.4
COC(=O)c1c[nH]n2c(=O)cc(C)nc12 | 104 | 8 | -6 | 8 | 23 | 100 | -7 | 0.5 | 0.1
O=C1CSC(=S)N1c1ccc(F)c(Cl)c1 | 96 | 1 | 2 | 23 | . | 98 | -9 | 17 | 14
COC(=O)c1nn(-c2ccccc2)c(=O)cc1Sc1ccc(Cl)cc1 | ? | -4 | 4 | 1 | -4 | ? | -4 | -2.1 | -0.8
O=C(CSc1nc2[nH]ncc2c(=O)[nH]1)NCc1ccccc1 | 92 | -3 | -3 | 28 | -13 | 91 | 1 | 1.2 | -0.1
O=C(CCn1c(=O)[nH]c2ccccc2c1=O)NCCCN1CCN(c2cccc(Cl)c2)CC1 | 108 | 2 | 14 | 0 | 6 | 96 | . | -0.5 | 0.5
CNC(=S)N/N=C/c1c(C(=O)OC)cnn1-c1ccc(F)cc1F | 96 | -3 | -19 | 1 | -1 | 99 | -6 | -1.5 | 0.8
